FEN1 inh – human FEN1 inhibition; P39748; Recombinant FEN1 flap cleavage, fluorescence, 15 min; Potency, µM (series often up to 114 µM), for the others: top-dose activity change, negative = inhibition, actives largely listed as inhibitors; actives 0.35% (n = 390,000); note: nearly all actives have a fitted effect of over 65% in size
Target sequence (P39748 whole entry, looked up): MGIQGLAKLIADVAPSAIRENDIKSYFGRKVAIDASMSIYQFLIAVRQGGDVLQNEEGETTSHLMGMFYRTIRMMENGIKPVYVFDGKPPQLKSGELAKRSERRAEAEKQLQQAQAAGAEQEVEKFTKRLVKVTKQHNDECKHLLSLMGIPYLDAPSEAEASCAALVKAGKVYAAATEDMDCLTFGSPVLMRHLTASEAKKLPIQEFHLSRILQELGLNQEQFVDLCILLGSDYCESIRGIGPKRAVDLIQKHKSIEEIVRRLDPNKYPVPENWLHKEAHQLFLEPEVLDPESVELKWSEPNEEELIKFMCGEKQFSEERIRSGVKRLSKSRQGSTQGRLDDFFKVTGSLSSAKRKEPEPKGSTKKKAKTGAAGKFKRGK
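Potency values derive from four-parameter Hill fits of normalized qHTS data. The reaction used 10 nM FEN1 preincubated 15 min at room temperature with compound, then 50 nM DNA substrate, read at 0 and 15 min.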
TDP1 inh – blocks human tyrosyl-DNA phosphodiesterase 1; Q9NUW8; recombinant TDP1, AlphaScreen DNA substrate cleavage; Potency, µM (titrated, usually from 130 µM), without a hit: at the highest dose activity change, negative = inhibition, usual class: inhibitors; actives 0.28% (n = 350,000); AID 485290; note: nearly all actives have a fitted effect of over 40% in size
Target sequence (Q9NUW8 whole entry, looked up): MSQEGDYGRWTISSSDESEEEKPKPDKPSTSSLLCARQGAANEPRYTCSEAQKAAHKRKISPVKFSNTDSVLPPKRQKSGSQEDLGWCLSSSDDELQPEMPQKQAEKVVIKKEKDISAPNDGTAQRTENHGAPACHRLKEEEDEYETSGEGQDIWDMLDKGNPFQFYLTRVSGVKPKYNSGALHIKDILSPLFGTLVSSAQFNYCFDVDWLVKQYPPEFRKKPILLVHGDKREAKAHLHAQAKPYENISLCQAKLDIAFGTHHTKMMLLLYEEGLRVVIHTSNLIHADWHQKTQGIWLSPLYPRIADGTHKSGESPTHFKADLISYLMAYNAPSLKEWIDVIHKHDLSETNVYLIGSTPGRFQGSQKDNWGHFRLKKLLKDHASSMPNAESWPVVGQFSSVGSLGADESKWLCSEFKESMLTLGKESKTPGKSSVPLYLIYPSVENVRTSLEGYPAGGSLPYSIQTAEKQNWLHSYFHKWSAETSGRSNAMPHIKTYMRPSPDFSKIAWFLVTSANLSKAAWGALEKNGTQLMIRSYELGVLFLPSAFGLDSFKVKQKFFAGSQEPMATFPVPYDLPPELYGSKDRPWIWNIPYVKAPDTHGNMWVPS
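AlphaScreen read-out: signal falls as enzyme removes the 3' tyrosine-FITC from a 5'-biotinylated DNA oligo (15 nM, 5 min, RT). Enzyme was E. coli-made recombinant Tdp1 at 1 nM, exposed to compound for 15 min beforehand; beads 10 ug/ml, 10 min.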
N370S GC mod – inhibits or activates N370S mutant glucocerebrosidase; P04062; N370S GC spleen homogenate, 4MU-glucoside fluorescence; actives 0.092% (n = 330,000); Potency, µM (titrated, usually from 59.4 µM), without a hit: top-dose activity change, negative = inhibition, usual class: inhibitors;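 note: 0% = full enzyme activity and -100% = no enzyme basal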
* hit, by the source's call; ? = inconclusive; · = not tested or not shown; & = joins results of further samples; [ ] = another dose, or the depositor's remark. Calls come from the whole dose curve; as a rule, active = well fitted curve in the direction sought with a large enough effect; inconclusive = small, poorly fitted or top-dose-only effect, or another doubt; inactive = no such curve, though single readings can be large; an effect the other way counts as inactive or inconclusive. Unless noted, % is set by controls: 0 for no effect and ±100 for the full control effect; potency is the fitted concentration of half-maximal effect.

SMILES	FEN1 inh	TDP1 inh	N370S GC mod
O=S(=O)(NCc1ccccc1)c1cccc2cccnc12	6%	8%	6%
O=C(NCCc1c[nH]c2ccccc12)c1cc([N+](=O)[O-])cc([N+](=O)[O-])c1	-7%	·	-3%
CC(C)CN1CCN=C1N(C)C	9%	0%	-9%
COc1ccc(Oc2c(-c3ccc(O)cc3O)n[nH]c2C)cc1	13%	10%	-3%
CCOc1ccccc1C(=O)OCC(=O)NCC1CCCCC1	5%	·	-12%
O=C(Nc1ccccc1N1CCCCC1)c1ccc(Cl)c([N+](=O)[O-])c1	-5%	10%	0%
CCCOc1cccc(C2C(C(=O)c3cccs3)=C(O)C(=O)N2Cc2cccnc2)c1 (stereo not drawn)	?	3%	17%
O=C(/C=C/c1cccnc1)c1ccc(F)c(F)c1	0%	4%	-2%
CCOc1ccc(NC(=O)CN(C)C(=O)CCC2CCCCC2)cc1OCC	-4%	0%	·
CCOC(=O)c1ccc(NC(=O)Cn2nnc(-c3ccc(C(F)(F)F)cc3)n2)cc1	10%	-14%	·
O=C(CSC1=NCCS1)Nc1ccc(S(=O)(=O)NC2CCCCC2)cc1	-6%	5%	-7%
CN(CC1CCOCC1)C(=O)CC1C(=O)NCCN1Cc1ccccc1F (stereo not drawn)	3%	3%	1%
Cc1ccc(CN2CC(C(=O)Nc3cc(S(C)(=O)=O)ccc3Cl)CC2=O)cc1 (stereo not drawn)	-7%	-3%	-8%
CCC(CC)NC(=O)/C=C/c1cccc([N+](=O)[O-])c1	2%	2%	-1%
O=C(c1cccs1)N1CCN(C(=O)N2CCOCC2)CC1	-8%	2%	-14%
CCc1nc(NCCC(C)C)c2nnn(Cc3ccccc3)c2n1	25%	4%	1%
CC(C)NC(=O)c1ccc2c(c1)N(CC(=O)Nc1ccccc1F)C(=O)C(C)(C)O2	2%	5%	-16%
COc1ccc2[nH]c3c(c2c1)CCN(C(=O)c1cccc(Cl)c1)C3c1ccc(F)cc1 (stereo not drawn)	-21%	6%	·
CC(C)CCNC(=O)C(NS(=O)(=O)c1ccc2c(c1)c(=O)n(C)c(=O)n2C)c1ccccc1 (stereo not drawn)	0%	7%	-1%
C/C(=N/NC(=O)c1ccn(C)n1)c1ccncc1	-8%	-6%	7%
O=C(O)C1CCNCC1	·	10%[56.1 µM]	-2%
O=C(NCc1cccnc1)c1ccc(CS(=O)(=O)c2ccc(Br)cc2)o1	-19%	3%	6%
CN(CC(=O)Nc1ccc(Cl)c(C(F)(F)F)c1)C(=O)c1cn2ccccc2n1	-6%	·	-10%
CCCN1C(=O)/C(=C/c2nc3ccccc3c(=O)[nH]2)c2cc(C)ccc21	-7%	9%	6%
CC(=O)c1c(C(=O)O)c2ccccc2[nH]c1=O	-1%	·	-4%
O=C1CC(c2ccccc2)Cc2nc(NCc3ccco3)ncc21 (stereo not drawn)	-2%	-1%	·
COc1ccc(-n2cc3ccc([N+](=O)[O-])cc3n2)cc1	10%	·	-6%
Cc1ccc(O)c(-c2cc(-c3ccccc3F)[nH]n2)c1	13%	9%	13%
COc1cc(Br)c(CNc2cc(C)ccc2C)cc1OC	-1%	·	-20%
CO[C@H]1COC(=O)C/C=C\[C@H](C)[C@@H](OC)COC(=O)[C@@H](C)NC(=O)C/C=C\[C@@H]1C	·	4%[21 µM]	-7%[12.8 µM]
O=C(CN(c1ccccc1)S(=O)(=O)c1ccccc1[N+](=O)[O-])Nc1ccccc1C(=O)N1CCOCC1	41%[activator]	4%	10%
COc1cc(NC(=O)CN(c2ccc(C)cc2)S(=O)(=O)c2c(C)n[nH]c2C)cc(OC)c1	-14%	4%	-20%
CCC(OC(=O)CN1C(=O)C(=O)c2ccccc21)C(=O)Nc1ccc(S(N)(=O)=O)cc1 (stereo not drawn)	-1%	5%	-4%
CC(C)(C)NC(=O)C(c1ccc(F)cc1)N(C(=O)CCC(=O)Nc1ccccn1)C1CCCC1 (stereo not drawn)	0%	8%	-12%
O=C(Nc1csnn1)c1csnn1	-1%	8%	10%
Fc1ccc(CNC(=S)Nc2ccc(Cl)cc2)cc1	-1%	2%	?
CCCCN(C)CC(O)Cn1cc(/C=C/C(=O)c2cccs2)c2ccccc21 (stereo not drawn)	?	0%	4%
Cc1ccc(-n2nc3c(=S)[nH]nc(C)c3c2C)cc1	0%	2%	6%
CC(c1ccco1)N(C(=O)COc1ccc(Cl)cc1Cl)c1ccccn1 (stereo not drawn)	7%	5%	?
O=C1CCCCCN1Sc1ccccc1	-5%	9%	-6%
COc1ccc(-c2cnc(N)nc2-c2ccc(OC)cc2O)cc1	-15%	2%	4%
O=C(Nc1ccccc1C(=O)O)c1cccc(NC(=O)c2ccco2)c1	-1%	·	-10%
CC(C)N1C/C(=C/c2cccnc2)C(=O)/C(=C/c2cccnc2)C1	6%	0%	16%
CCN(CC(=O)Nc1ccccc1OC)Cc1csc(CC(=O)Nc2ccc(C)cc2)n1	-11%	2%	·
Cc1cc(C)c(OCC(=O)N(Cc2ccc(N(C)C)cc2)CC2CCCO2)c(C)c1 (stereo not drawn)	-17%	9%	·
COCCOC(=O)C1=C(C)N=C2SCCC(=O)N2C1c1ccc(OC(=O)c2ccco2)cc1 (stereo not drawn)	-14%	4%	6%
COc1ccc(/C=C/C(=O)OCC(=O)Nc2ncc(Cl)cc2Cl)cc1	-8%	-3%	·
COc1ccccc1N1CCN(C(=O)Cn2cnc3onc(-c4ccc(F)cc4)c3c2=O)CC1	-11%	5%	·
CC1Cc2nc(SCC(=O)Nc3ccccc3F)n(C)c(=O)c2S1 (stereo not drawn)	1%	0%	3%
Cc1ccc(-c2c[n+](CC(=O)c3cccs3)c3n2CCC3)cc1	-1%	7%	-3%

Some of the entries so far, in markdown:
| smiles | FEN1 inh | TDP1 inh | N370S GC mod |
| --- | --- | --- | --- |
| CCC(OC(=O)CN1C(=O)C(=O)c2ccccc21)C(=O)Nc1ccc(S(N)(=O)=O)cc1 (stereo not drawn) | -1% | 5% | -4% |
| CC(C)(C)NC(=O)C(c1ccc(F)cc1)N(C(=O)CCC(=O)Nc1ccccn1)C1CCCC1 (stereo not drawn) | 0% | 8% | -12% |

The listing continues:
SMILES	FEN1 inh	TDP1 inh	N370S GC mod
CN1/C(=C/C(=O)C2CC2)C(C)(C)c2ccccc21	7%	-1%	-3%
Oc1ccc(/C=N/Nc2nc(-c3cccnc3)nc3ccccc23)c(O)c1	-33%	9%	-28%
COC(=O)c1c(-c2ccccc2)csc1N1C(=O)Nc2ccccc2N1O	7%	0%	4%
CSc1nnc(NC(=O)c2cccc(S(=O)(=O)N3CCOCC3)c2)s1	12%	4%	-7%
CC(=O)Nc1ccc(N2S(=O)(=O)c3ccccc3S2(=O)=O)cc1	3%	3%	0%
COc1ccc(CN2CCN(c3ccccc3OC)CC2)c(OC)c1	-2%	·	1%
N#Cc1ccc(C(=O)OCC(=O)NC(=O)NC2CCCCC2)cc1	4%	0%[56.1 µM]	·
CCOC(=O)N1CCN(C(=O)c2cccc(S(=O)(=O)Nc3ccc(OC)cc3)c2)CC1	-5%	1%	-19%
Cc1ccc(S(=O)(=O)C2(C(=O)NC3CCCCC3C)CC2)cc1 (stereo not drawn)	-2%	0%	2%
Cc1cc(=O)oc2c3c(cc(OCC(=O)N4CCC(C(=O)O)CC4)c12)OC(C)(C)CC3	-6%	·	?
CC(=O)n1cc([C@H]2C=C(C(=O)O)O[C@@H](OCCCCO)C2)c2ccccc21	-4%	4%	-4%
COc1ccc(NC(=O)CCC(=O)c2cccs2)c(OC)c1	11%	·	-13%
Cc1c(Br)c([N+](=O)[O-])nn1CC(=O)Nc1ccccn1	-10%	8%	-1%
CC[C@]1(c2ccccc2)C(=O)N(C(=O)OC)N1C(=O)OC	-3%	·	-19%
O=P1(Nn2cnnc2)C=C(c2ccccc2)OC(c2ccccc2)=C1	4%	-5%	1%
O=C(Nc1cccc(-c2cccc(Cl)c2)c1)C1CCN(CC2CCOC2)CC1 (stereo not drawn)	-4%	4%	-28%
O=C(CCCCCNc1nc(=S)[nH]c2ccccc12)NCCC1=CCCCC1	9%	3%	-19%
O=C(NNC(=O)c1cc(Cl)ccc1O)c1cccs1	13%	6%[0.0935 µM]	-8%
Cc1ccc(S(=O)(=O)N2CCOCC2)cc1C(=O)c1nccn1C	4%	-3%	4%
Cc1ccc(NCc2nnc(SCC(=O)N3CCCc4ccccc43)o2)c(C)c1	-19%	7%	5%
COc1ccc(N/C=C2/Sc3ccccc3NC2=O)cc1	-3%	3%	5%
CC12CCC(c3c(C(=O)O)nn(-c4ccc(F)cc4)c31)C2(C)C (stereo not drawn)	1%	3%	-10%
CCC(CO)Oc1cc(NCc2ccccc2F)c2ncn(C(C)C)c2c1 (stereo not drawn)	-1%	8%	·
CC(OC(=O)CNC(=O)c1ccc2ccccc2c1)C(=O)N(C)C1CCCCC1 (stereo not drawn)	0%	-4%	-21%
COc1ccc(N2CCN(C(=O)CSc3ccccc3N)CC2)cc1	6%	-2%	5%
Cc1cc(=O)oc2c(CN3CCCC3)c(O)c(Cl)cc12	3%	·	?
OC1(c2ccccc2)CN(c2ccccc2)C2=[N+]1CCS2 (stereo not drawn)	-13%	7%	11%
CC1Cc2nc(SCC(=O)Nc3nccs3)n(C)c(=O)c2S1 (stereo not drawn)	-2%	-3%	4%
CCOC(=O)c1ccc(NC(=O)Cn2c(=O)cc(C(F)(F)F)c3c(C)nn(C)c32)cc1	-9%	8%	·
CCCN1C(=O)S/C(=C\c2ccc(N3CCOCC3)cc2C)C1=O	·	2%	-4%

Full records, looked up by structure:
Record of OC1(c2ccccc2)CN(c2ccccc2)C2=[N+]1CCS2 (stereo not drawn) → FEN1 inh: -13%; TDP1 inh: 7%; N370S GC mod: 11%
Record of CC1Cc2nc(SCC(=O)Nc3nccs3)n(C)c(=O)c2S1 (stereo not drawn) → FEN1 inh: -2%; TDP1 inh: -3%; N370S GC mod: 4%
Record of COc1ccc(N/C=C2/Sc3ccccc3NC2=O)cc1 → FEN1 inh: -3%; TDP1 inh: 3%; N370S GC mod: 5%

Six of the entries above in order of their number in N370S GC mod, smallest number first:
| Structure | TDP1 inh | N370S GC mod |
| --- | --- | --- |
| CC(OC(=O)CNC(=O)c1ccc2ccccc2c1)C(=O)N(C)C1CCCCC1 (stereo not drawn) | -4% | -21% |
| CC12CCC(c3c(C(=O)O)nn(-c4ccc(F)cc4)c31)C2(C)C (stereo not drawn) | 3% | -10% |
| CCCN1C(=O)S/C(=C\c2ccc(N3CCOCC3)cc2C)C1=O | 2% | -4% |
| CC1Cc2nc(SCC(=O)Nc3nccs3)n(C)c(=O)c2S1 (stereo not drawn) | -3% | 4% |
| COc1ccc(N2CCN(C(=O)CSc3ccccc3N)CC2)cc1 | -2% | 5% |
| OC1(c2ccccc2)CN(c2ccccc2)C2=[N+]1CCS2 (stereo not drawn) | 7% | 11% |

New compounds follow
SMILES	FEN1 inh	TDP1 inh	N370S GC mod
CC(C)(C)NCC(O)COc1ccccc1C1CCCC1 (stereo not drawn)	-6%	·	10%
O=C(Nc1ccc2c(c1)nc1n2CCN(Cc2ccccc2)C1)c1cccs1	2%	7%	-9%
CNS(=O)(=O)c1cn(CC(=O)NCc2ccc(N(C)C)cc2)cc1S(=O)(=O)NC	8%	·	-4%
CCC(C)C(NC(=O)C(Cc1ccc(O)cc1)NC(=O)C(N)C(C)C)C(=O)NC(Cc1cnc[nH]1)C(=O)N1CCCC1C(=O)NC(Cc1ccccc1)C(=O)O (stereo not drawn)	·	5%	-5%
COC(=O)c1c(C)c2c(c(C)c1O)OC(=O)c1c(C)c(Cl)c(O)c(Cl)c1O2	·	5%&1%	3%&-2%
Cc1occc1-c1nnc(SCC(=O)Nc2ccccc2)n1Cc1ccccc1	0%	5%	7%
COc1cccc(C2C(C#N)=C(N)Oc3cc(C)oc(=O)c32)c1OC (stereo not drawn)	-2%	-2%	-4%
Cc1cc(C)cc(N2CCn3c2nc2c3c(=O)n(CCCc3ccccc3)c(=O)n2C)c1	6%	-3%	·
Cc1ccccc1CNS(=O)(=O)c1ccc2c(c1)C(C)(C)C(=O)N2C	-10%	0%	1%
CN(C)C(=O)C[n+]1cccc(/C=N/O)c1	0%	-8%	2%
CCC(CC)C(=O)Nc1nnc(S(=O)(=O)N2CCCC2)s1	-6%	·	-3%
O=C1CCCCN1CCCC(=O)N1CCCC(Nc2ccc(F)c(F)c2)C1 (stereo not drawn)	-3%	0%	-2%
COC(=O)Cc1csc(N)n1	-1%&-1%	-2%&5%	6%&0%
CCN(CC)c1ccc(C2C(C(=O)OCCOC)=C(C)NC3=C2C(=O)CC(C)(C)C3)cc1 (stereo not drawn)	9%	5%	16%
CN(C)S(=O)(=O)c1cccc(C(=O)Nc2ccc(Cl)cn2)c1	17%	4%	-7%
O=C(O)c1ccc(N2CCN(Cc3ccc4c(c3)OCO4)CC2)c([N+](=O)[O-])c1	0%	·	-2%
CCN1C/C(=C\c2cccc([N+](=O)[O-])c2)C(=O)/C(=C/c2cccc([N+](=O)[O-])c2)C1	-2%	1%	-1%
Fc1cc(Br)ccc1Nc1nc2ccccc2n2nnnc12	-12%	5%	7%
COc1cc(OC)cc(C(=O)NCCSC2CCCCC2)c1	-9%	-3%	15%
CN1CCN(CCC(=O)Nc2ccc(OCc3ccccc3)cc2)CC1	4%	-2%	6%
